ADAM17 inh: inhibits human ADAM17; recombinant ADAM17, EDANS/DABCYL FRET peptide cleavage; P78536; inhibition, % at 6.95 µM; hit rate 0.83% among 370,000;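 active = inhibition above the mean of compounds lying between control limits plus 3 SD, set per campaign, cut at about 8.5% in these data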;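 also: 0% = DMSO-only wells as the low control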
UHRF1 binding: UHRF1 methyl-DNA binding inhibition; Q96T88; UHRF1 binding to methylated oligo, TR-FRET; inhibition, % at 4.4 µM; hit rate 0.75% among 370,000; AID 687016; in the data active = inhibition above about 21%;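 also: UHRF1 SRA domain binding a hemimethylated CpG hairpin DNA probe; 0% = median of test compound wells and 100% = reference inhibitor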
MBD2 DNA inh: inhibitors of human MBD2 binding to methylated oligonucleotide; TR-FRET; inhibition, % at 4.4 µM; hit rate 0.31% among 370,000; in the data active = inhibition above about 13%
Tn7 DDE FP: disrupts Tn7 cyclic peptide binding to fibrin D-Dimer-E complex. FP displacement of FITC-Tn7 peptide from fibrin DD(E); 0% = median of compound wells per plate. AID 720508. P02675. hit rate 0.13% among 370,000. inhibition, % at 8.3 µM;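 active = inhibition above the mean of compounds falling within the control limits plus 3 SD of them, cut at about 14% in these data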;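 also: 0% = plate median of compound wells and 100% = 10 µM Aha-Tn7 peptide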
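Also added: labelled Tn7 tracer, 0.1 µM; Assay system: human fibrin DD(E) protein; Amount: 2 µM fibrin DD(E); Schedule: 10 min compound pre-incubation, 3 h probe incubation at room temperature; Repeats: one replicate per compound; Read-out basis: percent inhibition; Measured by: fluorescence polarization of the labelled Tn7 tracer.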
Tn6 DDE FP: DD(E)-Tn6 binding inhibition, primary FP screen. hit rate 0.21% among 370,000. inhibition, % at 8.3 µM. Fibrin DD(E) TRITC-Tn6 fluorescence polarization displacement;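 active = inhibition above a per-campaign cutoff: mean of compounds within control limits plus 3 SD, cut at about 15% in these data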;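 also: 0% = median of all compound wells on the plate and 100% = blocking peptide control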
PLCb3 inh: blocks human PLC-beta3 enzyme activity; Q01970; Purified PLC-beta3, fluorogenic substrate, fluorescence; inhibition, % at 12.2 µM; hit rate 0.18% among 370,000; in the data active = inhibition above about 11%;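 also: 0% = median of compound wells on plate and 100% = full blocker control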
PLC-gamma1 inh: inhibitors of human phospholipase C gamma1; purified PLC-gamma1, fluorogenic substrate, fluorescence; inhibition, % at 12.2 µM; AID 720700; hit rate 0.84% among 370,000; P19174; in the data active = inhibition above about 9.5%
Target sequence (P19174 whole entry, looked up): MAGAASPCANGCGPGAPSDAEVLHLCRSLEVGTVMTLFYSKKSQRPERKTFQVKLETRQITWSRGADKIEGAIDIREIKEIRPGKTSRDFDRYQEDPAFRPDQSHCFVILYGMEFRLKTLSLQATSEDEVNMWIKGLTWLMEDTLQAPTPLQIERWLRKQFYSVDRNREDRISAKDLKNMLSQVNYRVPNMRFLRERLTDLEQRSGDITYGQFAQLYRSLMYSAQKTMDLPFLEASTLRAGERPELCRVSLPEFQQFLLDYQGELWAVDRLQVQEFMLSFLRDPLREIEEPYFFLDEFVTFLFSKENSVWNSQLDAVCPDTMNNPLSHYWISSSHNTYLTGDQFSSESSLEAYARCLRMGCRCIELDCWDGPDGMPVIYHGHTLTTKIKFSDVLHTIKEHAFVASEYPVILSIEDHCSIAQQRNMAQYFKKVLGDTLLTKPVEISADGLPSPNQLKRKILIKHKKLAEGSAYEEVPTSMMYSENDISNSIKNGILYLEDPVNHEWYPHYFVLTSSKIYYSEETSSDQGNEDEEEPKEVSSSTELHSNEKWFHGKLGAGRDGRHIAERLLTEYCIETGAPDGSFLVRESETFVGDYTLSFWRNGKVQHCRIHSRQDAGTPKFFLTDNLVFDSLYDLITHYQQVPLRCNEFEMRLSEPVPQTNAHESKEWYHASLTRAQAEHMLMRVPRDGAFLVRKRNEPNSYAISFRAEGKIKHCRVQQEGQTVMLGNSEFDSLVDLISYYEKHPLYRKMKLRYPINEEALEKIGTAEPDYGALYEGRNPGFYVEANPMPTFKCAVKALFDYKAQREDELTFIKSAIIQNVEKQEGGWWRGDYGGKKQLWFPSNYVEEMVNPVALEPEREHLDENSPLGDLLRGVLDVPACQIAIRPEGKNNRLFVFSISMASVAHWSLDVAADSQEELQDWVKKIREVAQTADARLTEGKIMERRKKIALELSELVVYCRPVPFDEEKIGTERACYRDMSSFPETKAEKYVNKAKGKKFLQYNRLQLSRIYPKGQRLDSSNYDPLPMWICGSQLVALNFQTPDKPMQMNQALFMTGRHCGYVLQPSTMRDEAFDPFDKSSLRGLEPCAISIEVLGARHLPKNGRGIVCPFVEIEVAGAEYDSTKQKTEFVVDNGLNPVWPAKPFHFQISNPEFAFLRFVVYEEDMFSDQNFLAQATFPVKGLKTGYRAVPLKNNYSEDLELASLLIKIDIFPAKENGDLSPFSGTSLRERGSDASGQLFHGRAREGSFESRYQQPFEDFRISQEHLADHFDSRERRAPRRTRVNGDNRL
KLK7 zymogen act: activators of human kallikrein-7 zymogen | activation, % at 7 µM | AID 652039 | hit rate 0.9% among 370,000 | P49862 | purified proKLK7, EDANS-DABCYL substrate fluorescence; 100% is mature enzyme control, 0% vehicle;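 active = activation above the mean of all tested compounds plus 3 SD, computed per campaign excluding outliers beyond control limits, cut at about 13% in these data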
ASAP1 inh: inhibitors of human ASAP1 ArfGAP activity; Q9ULH1; ASAP1-stimulated ARF1 GTP hydrolysis, GDP FP detection; inhibition, % at 16.5 µM; hit rate 0.19% among 360,000; AID 624377; in the data active = inhibition above about 25%;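 also: 0% = vehicle with enzyme and substrate and 100% = no enzyme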
ARFGAP1 inhibitor: inhibitors of rat ARFGAP1. inhibition, % at 16.5 µM. hit rate 0.26% among 360,000. Q62848. AID 651572. Arfgap1-stimulated ARF1 GTP hydrolysis, GDP FP detection;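 active = inhibition above a per-plate limit, mean inhibition of low control wells plus 3 SD, cut at about 25% in these data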;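 also: 0% = DMSO wells with enzyme and 100% = wells lacking Arfgap1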
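Assay system: Rat Arfgap1 GAP domain (His6, aa 1-136), purified enzyme | Buffer or medium: HEPES 25 mM pH 7.5, NaCl 150 mM, MgCl2, DTT | Schedule: GTP hydrolysis reaction 2 h at 25 °C | Signal: FP of antibody-bound GDP Alexa 633 tracer, ex 620/em 688 nm | Measure: Percent inhibition of Arfgap1-stimulated GTP hydrolysis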
* = called active by the depositor; / = no result given; & = joins results of further samples.

SMILES	ADAM17 inh	UHRF1 binding	MBD2 DNA inh	Tn7 DDE FP	Tn6 DDE FP	PLCb3 inh	PLC-gamma1 inh	KLK7 zymogen act	ASAP1 inh	ARFGAP1 inhibitor
Cc1ccc(NC(=O)CS(=O)CC(=O)NCC2CCCO2)cc1 (stereo unspecified)	-7	2	-3	4	3	-1	1	-0.1	-14	1
Cc1ccc(S(=O)(=O)Nc2ccccc2C(=O)N2CCN(C)CC2)cc1	-1	18	2	1	4	-5	-3	-0.6	-8	12
COc1ccccc1/C=C1\SC(=O)N(CCC(=O)N(C)C2CCS(=O)(=O)C2)C1=O (stereo unspecified)	-5	-4	3	7	-2	-15	-6	0.2	7	8
C=CCc1ccccc1OCC(O)CNC (stereo unspecified)	-1	2	6	4	-2	-1	0	-0.2	-4	12
CC(C)(C)NC(=O)CN1CCC(O)(c2ccccc2)CC1	1	-1	2	-9	2	2	2	0.3	-10	-5
Cc1ccc(C(=O)NCCc2ccccc2)cc1S(=O)(=O)N1CCOCC1	-2	-1	3	1	8	-6	4	-0.1	-3	-13
COc1cccc(C(=O)CN2C(=O)C(C)(C)Oc3ccc(C(=O)N4CCCCCC4)cc32)c1	-4	1	4	1	2	4	-1	0.4	3	-5
Cc1nn(C)cc1C(C)NC(=O)c1cc(COc2c(F)cccc2F)on1 (stereo unspecified)	0	-4	1	-2	3	2	1	-0.3	-5	-6
Cc1ccc(/C=N/NC(=O)CNC(=O)COc2ccccc2)o1	-1	-1	-1	-11	-1	0	3	0.0	11	-6
C=CC[C@H]1c2ccccc2[C@H]2N3N=Cc4ccccc4[C@H]3[C@H](CCCC)C(=O)N2N1C(=O)NCc1ccccc1	-1	2	0	2	-7	3	0	0.8	/	/
Cc1ccc(N(CC(=O)N2CCOCC2)S(C)(=O)=O)cc1	-4	0	0	2	7	1	-1	0.1	1	-6
COc1ccc(-c2nnc(Sc3nc4ccccc4o3)c3ccccc23)cc1	-3	-1	-5	0	-3	0	-2	0.0	-11	8
O=C(CCSc1nc(-c2ccccc2)c(-c2ccccc2)o1)N1CCCCC1	-7	1	-1	1	-11	-7	-4	0.7	11	18
CCC(C)NC(=O)c1ccccc1C(=O)NC(C)CC (stereo unspecified)	-2	0	-2	-4	3	1	-1	0.5	-2	3
Cc1nc2cc(N3CCCCC3)c(NC(=O)c3cccnc3)cc2c(=O)n1Cc1ccccc1	-4	-2	4	-2	-1	-7	-3	-0.1	-13	-7
COc1ccc(COCC(CC(C)C)N2CCN(C(=O)c3cccc(C(F)(F)F)c3)CCC2=O)cc1 (stereo unspecified)	-4	2	4	3	0	0	0	0.1	6	3
CC(=O)Nc1ccc(NC(=O)CCn2cnnn2)cc1	-1	2	0	-5	-6	-2	3	-0.2	-11	-2
COc1ccccc1CNC(=O)c1cc(-c2ccncc2)nc2c(Cl)cccc12	0	-2	0	-5	-2	-8	-1	-0.2	8	8
COc1ccc(CC(=O)Nc2ccc(S(=O)(=O)Nc3cc(C)on3)cc2)cc1OC	-3&-3	-2&1	-4&1	4&-1	13&-2	-3&-2	-6&-1	-0.1&-0.3	-4	-4
CCOc1cc(NC(=S)NCC(C)C)c(OCC)cc1NC(=O)c1ccco1	3	5	-2	-11	4	0	2	-1.3	-18	2

Rewritten in markdown: part of the list above
| canonical_smiles | ADAM17 inh | UHRF1 binding | MBD2 DNA inh | Tn7 DDE FP | Tn6 DDE FP | PLCb3 inh | PLC-gamma1 inh | KLK7 zymogen act | ASAP1 inh | ARFGAP1 inhibitor |
| --- | --- | --- | --- | --- | --- | --- | --- | --- | --- | --- |
| Cc1nc2cc(N3CCCCC3)c(NC(=O)c3cccnc3)cc2c(=O)n1Cc1ccccc1 | -4 | -2 | 4 | -2 | -1 | -7 | -3 | -0.1 | -13 | -7 |
| COc1ccc(COCC(CC(C)C)N2CCN(C(=O)c3cccc(C(F)(F)F)c3)CCC2=O)cc1 (stereo unspecified) | -4 | 2 | 4 | 3 | 0 | 0 | 0 | 0.1 | 6 | 3 |
| CC(=O)Nc1ccc(NC(=O)CCn2cnnn2)cc1 | -1 | 2 | 0 | -5 | -6 | -2 | 3 | -0.2 | -11 | -2 |

Next part:
SMILES	ADAM17 inh	UHRF1 binding	MBD2 DNA inh	Tn7 DDE FP	Tn6 DDE FP	PLCb3 inh	PLC-gamma1 inh	KLK7 zymogen act	ASAP1 inh	ARFGAP1 inhibitor
COc1cc(-c2nn3c(COc4ccccc4)nnc3s2)cc(OC)c1OC	-3	-2	2	-1	-1	-1	-5	-0.2	-2	6
CCOc1ccc(C(=O)N[C@H](C(=O)Nc2cccc(S(=O)(=O)N3CCCCC3)c2)C(C)C)cc1	-3	1	3	2	5	-2	3	0.7	8	2
Cc1ccc([N+](=O)[O-])cc1NC(=O)c1ccccc1	-3	-2	-2	4	6	1	0	0.1	9	3
CCOC(=O)CNC(=O)c1ccc(SCC)cc1	-3	0	3	-1	-7	-7	2	-0.2	2	5
O=c1oc(-c2ccccc2)nc2sc3c(c12)CCCC3	1	1	5	-2	1	-7	-6	-0.7	12	4
Cc1cccc(N/C(N)=N/c2nc(C(F)(F)F)cc(=O)[nH]2)c1C	2	-2	2	-1	6	5	4	1.0	-7	5
Cc1ccc(SCC(=O)N(Cc2nc(-c3ccccc3)no2)C(C)C)cc1	5	1	-1	-9	0	-1	4	0.1	7	6
Cc1nnc(SCc2cc(=O)[nH]c(/N=C(\N)Nc3ccccc3)n2)s1	-1	2	4	-6	-4	-4	2	-0.5	-9	6
NC(=O)C1CCN(CC(=O)Nc2ccccc2Sc2ccccc2)CC1	4	0	-3	-1	8	-60	2	-0.1	-5	-4
CCOC(=O)C1=C(C)N(C)C(=O)NC1c1c(C)nn(-c2ccccc2)c1C (stereo unspecified)	4	1	-5	2	-7	8	2	0.6	-5	-12
Cc1cccc(Sc2c([N+](=O)[O-])ncn2C)n1	1	-1	4	2	-6	3	2	-0.1	-15	-6
CCCn1c(SCC(=O)N2CCN(CC)CC2)nc2c1c(=O)n(C)c(=O)n2C	-1	-1	3	-2	-3	-3	2	0.4	-4	1
Cc1cc(C)cc(C(=O)Nc2cccnc2Cl)c1	-1	0	1	-6	-4	-8	0	0.0	-5	0
COc1cc(C2=NOC(C(=O)NCc3ccc(F)cc3)C2)cc(OC)c1OC (stereo unspecified)	-7	5	1	0	1	-1	0	0.6	7	-12
COC(=O)CN(c1ccccc1F)S(=O)(=O)c1ccc(C)cc1	-2	-3	1	-5	-1	0	1	0.1	-1	11
COc1ccc(C(C(=O)NC(C)(C)C)N(C[C@H]2CC[C@@H]([C@@H]3CC[C@H](CO)O3)O2)C(=O)c2ccccc2)cc1 (stereo partly specified)	-1	-4	4	0	12	4	-2	0.0	-1	0
CC1c2ccsc2CCN1C(=O)NC(=O)c1ccc(Cl)cc1 (stereo unspecified)	2	2	-1	-10	-1	-2	4	0.3	6	-5
CCNC(=O)c1ccccc1NC(=O)c1cccc(S(=O)(=O)N2CCC(C)CC2)c1	6	0	3	2	6	2	4	0.3	10	11
Cc1[nH]nc2c1C(CC(C)C)C(C#N)=C(N)O2 (stereo unspecified)	-4	-6	-4	-1	-2	-15	-8	-0.6	5	5
CC1CCN(CCOCCSc2ccc(Cl)cc2)CC1	-2	4	-2	-5	3	6	5	0.0	5	5
O=C(O)c1ccc(N/N=C/c2cc3cc4c(cc3nc2Cl)OCCO4)cc1	-15	-4	-3	-9	-7	-122	-86	-6.2	-3	7
O=C(NCC1CCCN1S(=O)(=O)c1ccccc1)C(=O)NC1CC1 (stereo unspecified)	-5	2	3	1	0	-3	-1	0.4	-3	-4
O=C(Cn1nc(-c2cccc(Cl)c2)ccc1=O)NCC1COCCO1 (stereo unspecified)	-1	0	2	-4	5	-5	-1	0.3	11	2
CN1C(=O)CSc2ccc(NC(=O)NCc3cccnc3)cc21	-1	0	0	-3	7	1	1	0.2	-8	-2
Oc1ccc(/C=N/Nc2ccccc2)cc1	-8	-6	-5	2	0	-22	-12	-0.2	-22	0
C[C@H](CO)N1C[C@H](C)[C@@H](CN(C)C(=O)Nc2ccc(F)cc2)Oc2ncc(-c3ccc(F)cc3)cc2C1=O	-3	2	4	0	-1	0	-2	0.4	1	-7
Cc1cc(C)n(-c2ccc(NC(=O)C3CCN(Cc4ccccn4)CC3)cc2)n1	-1	-1	2	-4	-4	-3	1	-0.2	-3	1
COc1cc(OC)c(C2N(c3cc(C)on3)C(=O)C3CCCN32)cc1OC (stereo unspecified)	-14	2	-2	4	0	-30	-20	1.2	-3	-1
O=[N+]([O-])c1cnn(-c2nc(-c3ccccc3)cc(C(F)(F)F)n2)c1	-4	2	-3	2	0	-2	1	0.4	-14	1
O=C(NCc1n[nH]c(=S)n1-c1ccccc1)c1ccc(S(=O)(=O)N2CCCCC2)cc1	-1	-1	-2	1	6	2	4	0.5	-3	9
CC1CCCC(NC(=O)COC(=O)[C@@H](NC(=O)c2ccc(F)cc2)C(C)C)C1C (stereo partly specified)	-2	-1	-1	2	-2	4	1	-0.4	-12	3
COc1ccc(C(=O)N2CCc3c([nH]c4ccccc34)C2C(F)(F)F)cc1 (stereo unspecified)	-3	1	5	3	-1	-5	-1	0.5	3	-10
CCC(=O)NC(NC(=S)Nc1cccc2cccnc12)C(Cl)(Cl)Cl (stereo unspecified)	5	-7	0	1	1	3	-1	0.5	-3	1
O=C(COC(=O)Cc1ccccc1[N+](=O)[O-])Nc1nnc(-c2ccccc2)o1	-1	1	-2	3	3	-4	-4	-0.2	-10	9
CCOC(=O)N1CCN(C(=O)Cc2c(C(=O)O)n(C)c3ccccc23)CC1	-3	-3	-1	-2	-3	-9	-6	-0.3	11	-11
Cc1ncc(CO)c(CNc2ccc(Oc3ccccc3)cc2)c1O	-29	-1	0	-3	-5	-20	-12	-0.5	9	7
COc1cccc(C2C3=C(N=c4s/c(=C\c5cccc(O)c5)c(=O)n42)c2ccccc2CC3)c1OC (stereo unspecified)	2	0	2	-10	-7	-20	-18	-1.3	6	11
CCOC(=O)C1CCN(C(=O)CN(c2ccc(OC)c(OC)c2)S(=O)(=O)c2ccccc2)CC1	-2	-1	0	-4	-3	0	2	0.1	4	1
Cc1ccc(CSCC(=O)Nc2ccccc2C(=O)O)cc1	-3	0	-1	5	1	-9	0	-0.4	-3	-12
O=C(Nc1nnc(SCc2ccc(F)cc2)s1)c1ccco1	0	1	1	-6	1	-11	-8	-0.8	23	-1
Cc1ccc2cc(C#N)c(NCCCNC(=O)C3CCCO3)nc2c1 (stereo unspecified)	-250	-1	0	9	3	-175	-123	6.8	-4	-1
Cn1c(NC(=O)c2ccc(Cl)cc2)c(-c2ccccn2)c(=O)c2ccccc21	-4	1	0	2	9	1	0	0.1	4	10
C=CCN1C(=O)N(Cc2ccccc2)c2ccccc2S1(=O)=O	-6	18	9	1	-5	-1	-3	-0.1	11	-2
CC(C)[C@H](NC(=O)c1ccccc1)C(=O)OCC(=O)N1CC(=O)Nc2ccccc21	-2	-3	-2	-1	0	3	-1	-0.9	-19	-12
COc1cc(C(=O)NNC(=O)CCOc2ccccc2)cc(OC)c1OC	-4	-2	1	2	-9	1	3	0.3	-13	8
CCCC(=O)Nc1cc(OC)c(NC(=S)Nc2cccc(C)c2)cc1OC	-3	-2	2	-3	26*	-9	-2	0.3	-5	-1

Screens deposited in PubChem BioAssay by The Scripps Research Institute Molecular Screening Center.

Compounds were not picked by outcome. About 4.1% of those tested had a hit in this group.
